High-throughput results (PubChem BioAssay)
HUVEC prolif 384 = inhibitors of human endothelial cell proliferation; HUVEC proliferation, CellTiter-Glo luminescence, 72 h; stronger effect = lower value; viability, % at 10 µM (by protocol); hit rate 1.1% among 86,000; AID 648;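 active = viability at or below 30%; inactive = viability above 30%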;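 also: 100% = median luminescence of DMSO-only cell control wells on each plate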
Smad3 inh = inhibitors of human Smad3 transcription factor binding. P84022. TR-FRET Smad3/Dy647-FoxH1 peptide binding, europium anti-His. inhibition, % at 25 µM. hit rate 0.29% among 88,000. AID 630;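 active = compounds that reduce the energy-transfer binding signal between the protein and its labelled peptide by more than half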;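 also: 0% = Smad3 plus labelled peptide maximal FRET and 100% = peptide-only background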
Target sequence (P84022 whole entry, looked up): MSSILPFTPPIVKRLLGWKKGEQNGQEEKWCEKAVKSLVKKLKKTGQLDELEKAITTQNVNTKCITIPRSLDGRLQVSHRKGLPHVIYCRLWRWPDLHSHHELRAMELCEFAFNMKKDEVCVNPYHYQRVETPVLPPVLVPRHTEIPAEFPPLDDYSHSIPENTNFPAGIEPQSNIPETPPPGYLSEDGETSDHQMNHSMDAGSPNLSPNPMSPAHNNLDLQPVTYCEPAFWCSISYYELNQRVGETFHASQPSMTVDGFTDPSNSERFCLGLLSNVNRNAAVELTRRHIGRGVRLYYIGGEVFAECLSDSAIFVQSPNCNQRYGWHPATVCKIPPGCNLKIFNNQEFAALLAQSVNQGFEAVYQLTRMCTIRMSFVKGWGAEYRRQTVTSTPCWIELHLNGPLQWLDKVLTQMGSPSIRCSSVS
Mac1 fbg enh = CD11b/CD18-fibrinogen binding enhancement | P05107+P11215 | K562 CD11b/CD18 adhesion to fibrinogen, ATPlite luminescence | activation, % at 10 µM | hit rate 0.07% among 93,000;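 active = 10 µM primary screen giving 50% or more activity, confirmed by 40% or more on retest at that dose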; also: strong numbers were not always called active; reference of the scale not given here
H69AR inhibit = growth inhibitors of human H69AR lung tumor cells; viability, % at 10 µM; AID 598; H69AR lung tumor viability, ATP luminescence, 72 h; stronger effect = lower value; hit rate 6% among 85,000;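 active = viability at or below 40%; inactive = viability above 40%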;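 also: multidrug resistant small cell line overexpressing MRP-1 efflux transporter; 100% = mean luminescence of untreated control wells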
ERb SRC1 inh = blocks coactivator binding to human estrogen receptor beta | AID 633 | hit rate 1.3% among 86,000 | TR-FRET ER-beta LBD / SRC1-Cy5 peptide binding; receptor agonist-loaded with 1 µM estradiol | inhibition, % at 25.6 µM;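 active = compounds whose percent inhibition of the receptor-coactivator binding signal exceeds about 50% in the single-dose screen, limit read from the data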;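 also: 0% = receptor plus peptide wells without compound and 100% = peptide-only wells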
Target sequence (Q92731 whole entry, looked up, the tested form may be a part): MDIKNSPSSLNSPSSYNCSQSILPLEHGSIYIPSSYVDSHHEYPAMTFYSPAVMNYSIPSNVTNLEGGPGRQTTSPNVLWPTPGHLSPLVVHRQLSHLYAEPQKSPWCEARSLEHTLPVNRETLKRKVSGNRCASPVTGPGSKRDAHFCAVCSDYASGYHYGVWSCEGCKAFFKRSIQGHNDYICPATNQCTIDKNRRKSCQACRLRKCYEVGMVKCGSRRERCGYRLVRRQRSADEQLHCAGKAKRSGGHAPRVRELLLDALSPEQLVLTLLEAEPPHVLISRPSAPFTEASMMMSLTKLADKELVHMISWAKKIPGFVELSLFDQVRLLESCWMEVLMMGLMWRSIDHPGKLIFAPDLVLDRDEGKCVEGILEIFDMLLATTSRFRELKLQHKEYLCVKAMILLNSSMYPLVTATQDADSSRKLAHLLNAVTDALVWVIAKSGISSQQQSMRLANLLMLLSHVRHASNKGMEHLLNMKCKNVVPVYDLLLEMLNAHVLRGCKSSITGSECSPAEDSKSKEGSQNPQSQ
Lung fibro prol = blocks proliferation of human lung fibroblasts; LL 47 human lung fibroblast viability, ATP luminescence; stronger effect = lower value; AID 719; hit rate 1.1% among 85,000; viability, % at 10 µM;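 active = viability at or below 50% in the single dose screen; inactive = viability above 50%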;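 also: compound exposure lasted 72 h before the ATP readout; 100% = median luminescence of untreated cell-only wells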
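Test system: LL 47 human lung fibroblasts / Quantity: 1,150 cells in each well / Medium: IMEM growth medium with 15% fetal bovine serum / Incubation: 72 h compound exposure at 37 °C after overnight plating / Detection: CellTiter-Glo luminescence measuring cellular ATP / Read-out: % viability versus median cells-only luminescence / Benchmarks: cell-only wells, no compound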
ERa SRC1 inh = blocks coactivator binding to human estrogen receptor alpha. inhibition, % at 25.6 µM. TR-FRET ER-alpha LBD / SRC-1 peptide, estradiol-bound. AID 629. P03372. hit rate 1.7% among 86,000; in the data active = inhibition above about 50%;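 also: 0% = receptor plus peptide control and 100% = peptide only without receptor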
MT1-MMP txn act = activates MT1-MMP transcription; AID 750; activation factor at 10 µM; HT1080 MT1-MMP promoter luciferase reporter, luminescence, overnight; stronger effect = higher value; hit rate 0.16% among 86,000;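 active = activation factor of at least 2 for MT1-MMP transcription at 10 µM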
ERa coact pot = enhances coactivator binding to human estrogen receptor alpha | P03372 | coactivator binding (% of control), % at 25.6 µM | TR-FRET ERalpha-LBD/SRC-Cy5 coactivator binding, 2 h; 100 = basal binding, no effect | hit rate 1.3% among 86,000; in the data active = activity above about 200%;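 also: binding measured in presence of low estradiol as agonist stimulus; 0% = peptide alone without receptor and 100% = receptor with peptide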
Numbers without * were called inactive; nt = not tested or not shown; [ ] = dose if it differs, or a comment.

Codes – A = HUVEC prolif 384; B = Smad3 inh; C = Mac1 fbg enh; D = H69AR inhibit; E = ERb SRC1 inh; F = Lung fibro prol; G = ERa SRC1 inh; H = MT1-MMP txn act; I = ERa coact pot
CC(=O)Cc1nsc(Nc2ccccc2)n1
  A: 108 | B: -2 | C: 0 | D: 99 | E: -15 | F: 100 | G: -4 | H: 1.2 | I: 114
CCCOc1c(OC)cc(Cl)cc1C1NC(=O)NC(C)=C1C(=O)NCc1ccccc1 (centres undefined)
  A: 87 | B: 0 | C: -1 | D: 96 | E: -10 | F: 96 | G: -3 | H: 1 | I: 100
COc1ccc2c(=O)c(C(=O)NCCc3ccc(OC)c(OC)c3)c[nH]c2c1
  A: 103 | B: 0 | C: 1 | D: 81 | E: 5 | F: 99 | G: -8 | H: 1.2 | I: 138
COc1ccc2[nH]cc(/C=C(/C#N)S(=O)(=O)c3ccccc3)c2c1
  A: 88 | B: 11 | C: 0 | D: 98 | E: 55*[fluorescence artefact?] | F: 92 | G: -7 | H: nt | I: 89[fluorescence artefact?]
CC(=O)Nc1ccc(S(=O)(=O)Nc2c(C)nn(-c3ccccc3)c2C)cc1
  A: 91 | B: -1 | C: nt | D: 49 | E: -4 | F: 88 | G: -8 | H: 1.5 | I: 97
Cc1c(C(=O)Nn2cnnc2)oc2ccccc12
  A: 83 | B: 16[fluorescence artefact?] | C: 5 | D: 82 | E: 2 | F: 98 | G: 0 | H: 1.1 | I: 92
COC(=O)c1ccc(C2C(C#N)=C(C)NC3=C2C(=O)CC(C)(C)C3)cc1 (centres undefined)
  A: 83 | B: 7 | C: -7 | D: 84 | E: -32[fluorescence artefact?] | F: 92 | G: -29 | H: 1.3 | I: 102
COc1ccc(C2C(C(=O)O)CCC(=O)N2c2ccc(OC)cc2)cc1 (centres undefined)
  A: 96 | B: -12 | C: -4 | D: 96 | E: 10 | F: 93 | G: 2[fluorescence artefact?] | H: 1.1 | I: 77
CC1Cc2ccccc2N1C(=O)Cn1c(=O)cc(O)c2ccccc21 (centres undefined)
  A: 79 | B: 19 | C: nt | D: 68 | E: -8 | F: 94 | G: 3 | H: 1.1 | I: 99
C=CCNC(=O)CSc1nc2sc(C)c(C)c2c(=O)[nH]1
  A: 92 | B: 6 | C: -1 | D: 83 | E: 6 | F: 101 | G: 3 | H: 1 | I: 94
COc1ccccc1OCCOCCn1cnc2ccccc2c1=O
  A: 101 | B: -2 | C: -4 | D: 83 | E: -5 | F: 97 | G: -5 | H: 1.1 | I: 111
Cc1ccc2cc(CN(CCCN(C)C)C(=O)NCc3ccccc3)c(=O)[nH]c2c1C
  A: 100 | B: 0 | C: -3 | D: 89 | E: 10 | F: 90 | G: -2 | H: 1 | I: 115
c1ccc2c(c1)oc1c(NCCN3CCOCC3)ncnc12
  A: 96 | B: 0 | C: nt | D: 93 | E: 1 | F: 102 | G: -7 | H: 1.1 | I: 102
Cc1ccc2c(c1)CCCN2C(=O)c1c(C)noc1C
  A: 78 | B: -2 | C: 2 | D: 91 | E: -14 | F: 87 | G: -28 | H: 1 | I: 107
O=C(O)C1C2C=CC(C2)C1C(=O)Nc1ccc(C(=O)N2CCCCC2)cc1 (centres undefined)
  A: 92 | B: 2 | C: -1 | D: 92 | E: -4 | F: 94 | G: -2[fluorescence artefact?] | H: 1 | I: 104
N#Cc1c(/N=C/c2ccco2)oc(-c2ccccc2)c1-c1ccccc1
  A: 109 | B: -3 | C: 7 | D: 98 | E: 6[fluorescence artefact?] | F: 92 | G: 3 | H: 1.1 | I: 69
CN1CC(=O)N(CCOc2ccccc2)C1=O
  A: 89 | B: 5 | C: 7 | D: 103 | E: 0 | F: 101 | G: -2 | H: 1 | I: 96
O=C(Nc1ccc2c(c1)OCCO2)NC1CCCCC1
  A: 93 | B: 5 | C: -3 | D: 93 | E: 1 | F: 108 | G: -3 | H: 0.7 | I: 114
CC(=O)Nc1cccc(N2C(=O)CC(Cc3ccccc3)C2=O)c1 (centres undefined)
  A: 97 | B: 1 | C: -8 | D: 91 | E: 0 | F: nt | G: 2 | H: 1.1 | I: 116
Cc1ccc(Cn2cccc(NC(=O)NC3CCCCC3)c2=O)cc1
  A: 115 | B: -23 | C: nt | D: 88 | E: -8 | F: 99 | G: -12 | H: 1.2 | I: 100
COc1ccc(C(=O)N(CCCO)C(C)C(=O)NC2CCCCC2)cc1OC (centres undefined)
  A: 96 | B: 14 | C: -1 | D: 100 | E: -25[fluorescence artefact?] | F: 99 | G: -16 | H: 1.1 | I: 113
Cc1cc(C(=O)N2CCN(c3ccccc3)CC2)no1
  A: 88 | B: 18[fluorescence artefact?] | C: -2 | D: 85 | E: -34 | F: 101 | G: -34 | H: 1.5 | I: 111
COc1cc(C2C(C#N)=C(C)NC3=C2C(=O)CC(C)(C)C3)cc(OC)c1O (centres undefined)
  A: 113 | B: 23[fluorescence artefact?] | C: 1 | D: 92 | E: -5 | F: 98 | G: -7 | H: 1.1 | I: 131
CCC(C)(C)n1nnnc1C(c1ccc(C)cc1)N1CCCC1 (centres undefined)
  A: 103 | B: 9 | C: 0 | D: 95 | E: -1 | F: 92 | G: -4 | H: 1.1 | I: 115
C#CCSc1nc(-c2cccs2)ccc1C#N
  A: 57 | B: 1 | C: nt | D: 43 | E: -1 | F: 82 | G: 2 | H: 1.2 | I: 146
COc1ccc(S(=O)(=O)N2CC(O)CC2C(=O)OCC(=O)Nc2ccc(Cl)cn2)cc1 (centres undefined)
  A: 88 | B: -1 | C: -2 | D: 102 | E: 4[fluorescence artefact?] | F: 86 | G: 6 | H: 1.3 | I: 83
CC1=C(C(=O)OC2CCCCC2)C(c2ccco2)C2=C(CC(C)(C)CC2=O)N1 (centres undefined)
  A: 94 | B: 9 | C: 4 | D: 70 | E: -4 | F: 93 | G: -13 | H: 1.1 | I: 40
Cc1cc(C)c(NC(=O)C2CCCN2C)c(C)c1 (centres undefined)
  A: 98 | B: 7 | C: nt | D: 96 | E: 0 | F: 105 | G: -5 | H: 1.2 | I: 111
COc1ccc(NC(=O)C(C)N(c2ccc(C)cc2)S(C)(=O)=O)cc1 (centres undefined)
  A: 93 | B: 13 | C: 2 | D: 102 | E: -6 | F: 97 | G: -3 | H: 1.1 | I: 111
O=C(c1cccs1)N1CCN(S(=O)(=O)Cc2ccccc2)CC1
  A: 102 | B: -12 | C: nt | D: 103 | E: 9[fluorescence artefact?] | F: 99 | G: 35 | H: nt | I: 108
Cc1nc2sc(C(c3ccc(Cl)cc3)N3CC(C)OC(C)C3)c(O)n2n1 (centres undefined)
  A: 111 | B: -1 | C: 0 | D: 102 | E: -5 | F: 102 | G: 4 | H: 1.2 | I: 143
COc1ccc(/C=C(/C#N)S(=O)(=O)c2ccc(C)cc2)cc1
  A: 96 | B: -5 | C: -3 | D: 108 | E: -8 | F: 92 | G: -2 | H: nt | I: 75
C=CCOc1c(CNc2ncn[nH]2)cccc1OCC
  A: 101 | B: 8 | C: nt | D: 91 | E: -6 | F: 94 | G: -7 | H: 1.2 | I: 101
CCCCn1c(=O)n(Cc2cccc(F)c2)c(=O)c2c1ncn2Cc1ccco1
  A: 82 | B: -3 | C: 2 | D: 87 | E: 0 | F: 92 | G: 4 | H: 1.1 | I: 113
CCCCn1c(SCC(=O)N2CCCCC2)nc2cc(S(N)(=O)=O)ccc21
  A: 92 | B: -4 | C: -3 | D: 95 | E: -4 | F: 97 | G: 1 | H: 1.3 | I: 92
O=C(Nc1cnn(Cc2ccc(Cl)c(Cl)c2)c1)c1nc2ncccn2n1
  A: 83 | B: 1 | C: -4 | D: 96 | E: 5 | F: 99 | G: 1 | H: 1.1 | I: 94
C=C(C)COc1ccc(-c2[nH]ncc2Oc2ccccc2OC)c(O)c1
  A: 50 | B: -4 | C: -2 | D: 1.5* | E: 2 | F: 60 | G: -2 | H: 1.3 | I: 105
COc1ccc2cc(C(c3nnnn3CCc3ccccc3)N3CCCC(C)C3)c(=O)[nH]c2c1 (centres undefined)
  A: 100 | B: -9 | C: 2 | D: 97 | E: 9[fluorescence artefact?] | F: 91 | G: 9 | H: 1.2 | I: 91[fluorescence artefact?]
Cc1cccc(C)c1NC(=S)N1CCC(N(C)CC2CCCO2)CC1 (centres undefined)
  A: 102 | B: -8 | C: 1 | D: 83 | E: -1 | F: 102 | G: 2 | H: 1 | I: 94
O=C(CCCn1c(=S)[nH]c2cc3c(cc2c1=O)OCO3)N1CCN(c2ccccn2)CC1
  A: 94 | B: -11 | C: nt | D: 88 | E: -6 | F: 90 | G: 11 | H: 1 | I: 97[fluorescence artefact?]
COC(=O)c1cccc(S(=O)(=O)N2CCCCC2)c1
  A: 86 | B: -4 | C: -3 | D: 96 | E: 19 | F: 96 | G: 1 | H: 1.1 | I: 91
COc1cccc(OC)c1C(=O)Nc1nnc(C(C)C)s1
  A: 93 | B: -5 | C: 0 | D: 102 | E: 3 | F: 105 | G: -1 | H: 1.2 | I: 101
COc1ccccc1NC(=O)NC1(C(=O)N2CCC(O)CC2)CCCCC1
  A: 88 | B: -4 | C: 7 | D: 99 | E: -12 | F: 69 | G: -8 | H: 1.1 | I: 123
CC(C)CCNC(=O)C(Cc1ccccc1)NS(=O)(=O)c1ccc2c(c1)c(=O)n(C)c(=O)n2C (centres undefined)
  A: 99 | B: 3 | C: 1 | D: 96 | E: 4 | F: 97 | G: -4 | H: nt | I: 141
Cc1ccccc1NC(=O)c1cccc2nccnc12
  A: 64 | B: 4 | C: 3 | D: 88 | E: 1 | F: 86 | G: 2 | H: 1.1 | I: 93
Cc1ccc(S(=O)(=O)NCC(=O)N(CC(=O)NCC2CCCO2)Cc2ccccc2)cc1 (centres undefined)
  A: 92 | B: 5 | C: 4 | D: 81 | E: -2 | F: 101 | G: -1 | H: 1 | I: 114[fluorescence artefact?]
Cc1ccc2nc(Nc3ncc4c(n3)CCCC4=O)nc(C)c2c1
  A: 88 | B: 4 | C: 1 | D: 92 | E: 0[fluorescence artefact?] | F: 104 | G: 3 | H: 1.2 | I: 106
C=CCN1C(=O)C(CC(=O)Nc2ccccc2)SC1=Nc1c(C)n(C)n(-c2ccccc2)c1=O (centres undefined)
  A: 99 | B: -4 | C: nt | D: 95 | E: -6 | F: 100 | G: 0 | H: 1.1 | I: 130
CC1(C)Cc2c(sc3nc(SCC(=O)NCc4ccccc4)n(-c4ccccc4)c(=O)c23)CS1
  A: 71 | B: 1 | C: nt | D: 24* | E: -5 | F: 74 | G: 16 | H: 1.1 | I: 110
OCCOCCNc1ncnc2c1cnn2-c1ccccc1
  A: 102 | B: 1 | C: nt | D: 91 | E: -1[fluorescence artefact?] | F: 112 | G: 0[fluorescence artefact?] | H: 1.5 | I: 119

A portion of the library; count on the stated rates, not on these rows.
